GAA spleen mod: qHTS Assay for Inhibitors and Activators of Human alpha-Glucosidase From Spleen Homogenate. Lysosomal alpha-glucosidase (Homo sapiens), P10253. human spleen homogenate, 4-MU-alpha-glucoside fluorescence. Potency, µM (series often up to 79.9 µM), inactives show top-dose activity change, negative = inhibition, most hits filed as inhibitors. 240,000 compounds, 0.006% hits;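 also: 0% = enzyme with vehicle and -100% = no enzyme basal signal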
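Compounds were titrated against alpha-glucosidase in spleen homogenate at pH 5.0, with 1 mM 4-methylumbelliferyl substrate for 40 min at 37 C. Reactions were quenched with pH 10 NaOH/glycine and fluorescence measured.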
ALDH1A1 inh: qHTS Assay for Inhibitors of Aldehyde Dehydrogenase 1 (ALDH1A1) | Aldehyde dehydrogenase 1A1 (Homo sapiens), P00352 | Purified ALDH1A1, NADH fluorescence, propionaldehyde substrate | Potency, µM (titrated, usually from 75.3 µM), without a hit: at the highest dose activity, negative = inhibition, actives largely listed as inhibitors | 220,000 compounds, 7.3% hits | AID 1030, 2008; active = well fitted inhibition curve with a large enough effect, not every such curve was filed as active; inconclusive = small, poorly fitted or top-dose-only effect, or another doubt; inactive = no such curve, though single readings can be large or run the other way;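 also: plate controls were no enzyme wells and a reference inhibitor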
Target sequence (P00352 whole entry, looked up): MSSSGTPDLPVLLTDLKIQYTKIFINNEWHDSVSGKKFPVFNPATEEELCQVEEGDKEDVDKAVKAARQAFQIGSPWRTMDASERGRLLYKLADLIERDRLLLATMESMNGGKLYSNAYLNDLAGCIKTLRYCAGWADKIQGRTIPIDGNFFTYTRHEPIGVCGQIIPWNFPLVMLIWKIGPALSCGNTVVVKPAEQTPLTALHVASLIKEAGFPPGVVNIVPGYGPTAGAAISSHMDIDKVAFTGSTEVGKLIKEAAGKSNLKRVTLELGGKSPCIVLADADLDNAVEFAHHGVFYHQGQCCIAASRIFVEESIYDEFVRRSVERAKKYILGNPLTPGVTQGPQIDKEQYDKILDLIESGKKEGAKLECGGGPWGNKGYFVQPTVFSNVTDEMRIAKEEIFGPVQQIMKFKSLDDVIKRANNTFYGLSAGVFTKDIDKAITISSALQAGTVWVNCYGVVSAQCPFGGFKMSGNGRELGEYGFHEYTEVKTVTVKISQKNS
GAA glycogen mod: qHTS Assay for Inhibitors and Activators of Human alpha-Glucosidase Cleavage of Glycogen | Lysosomal alpha-glucosidase (Homo sapiens), P10253 | recombinant GAA, glycogen substrate, Amplex Red glucose oxidase fluorescence | Potency, µM (doses to about 76.4 µM), without a hit: top-dose activity change, negative = inhibition, usual class: inhibitors | 300,000 compounds, 0.38% hits | AID 2100, 2009;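 also: 0% = full enzyme reaction and -100% = no-enzyme basal signal; the screen sought inhibitors and activators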
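Recombinant enzyme (4 nM final) with compounds titrated up to 77 uM and bovine liver glycogen (30 ug) in citrate pH 5.0, 0.01% Tween-20, 37 C 40 min. Released glucose detected by Amplex Red/glucose oxidase (Ex 573/Em 610); AC50 from Hill fits.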
GLA spleen mod: qHTS Assay for Inhibitors and Activators of Human alpha-Galactosidase From Spleen Homogenate. Alpha-galactosidase A (Homo sapiens), P06280. human spleen homogenate, 4MU-alpha-Gal fluorescence, 40 min. Potency, µM (highest dose often 80 µM), without a hit: at the highest dose activity change, negative = inhibition, usual class: inhibitors. 240,000 compounds, 0.008% hits. AID 2107, 2009;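 also: 0% = enzyme with vehicle and -100% = no enzyme basal signal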
Target sequence (P06280 32-429 limits assumed): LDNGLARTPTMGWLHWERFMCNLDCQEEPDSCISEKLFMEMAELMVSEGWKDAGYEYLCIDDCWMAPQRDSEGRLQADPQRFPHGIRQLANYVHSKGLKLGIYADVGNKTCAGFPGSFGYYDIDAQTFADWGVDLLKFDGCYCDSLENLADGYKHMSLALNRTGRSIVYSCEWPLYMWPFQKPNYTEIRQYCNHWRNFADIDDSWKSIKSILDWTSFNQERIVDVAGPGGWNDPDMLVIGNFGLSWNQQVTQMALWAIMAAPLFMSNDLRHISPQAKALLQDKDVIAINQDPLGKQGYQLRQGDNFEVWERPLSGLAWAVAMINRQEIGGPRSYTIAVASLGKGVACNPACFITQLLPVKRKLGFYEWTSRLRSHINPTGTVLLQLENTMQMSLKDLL
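Inhibition or activation of alpha-galactosidase in human spleen homogenate is scored by 4-MU fluorescence after 40 min at 37C, pH 5.0, with 1 mM substrate. AC50s come from concentration-response fitted to the Hill equation.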
GAA inhib: qHTS Assay for Inhibitors of Human alpha-Glucosidase as a Potential Chaperone Treatment of Pompe Disease | Lysosomal alpha-glucosidase (Homo sapiens), P10253 | purified human GAA, 4-MU-alpha-glucoside fluorescence | Potency, µM (titrated, usually from 76.9 µM), for inactives: at the top dose activity change, negative = inhibition, usual class: inhibitors | 200,000 compounds, 0.005% hits;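 also: plate controls were uninhibited enzyme wells for no effect and no-enzyme background for full effect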
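Human alpha-glucosidase, 4 nM, pre-mixed with test compounds before 400 uM 4-methylumbelliferyl substrate; 20 min room temperature at pH 5.0. Fluorescence read after pH 10 stop; AC50 values from Hill-equation fits.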
Tau fluor counter: Counterscreen qHTS for Inhibitors of Tau Fibril Formation, Fluorescence Polarization; tau K18 P301L Alexa594 fluorescence, heparin fibrillization; 280,000 compounds, 0.93% hits; Potency, µM (top dose mostly 57.7 µM), without a hit: at the top dose activity change, negative = decrease; also: % is scaled to controls: 0 for no effect and ±100 for the full control effect; nearly all actives have a fitted effect of over 55% in size
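Human tau K18 P301L (15 uM unlabeled, 0.24 uM Alexa 594-labeled) in 100 mM sodium acetate pH 7 with 20 uM heparin, 6 hr at 37 C. ThT 30 uM added, 1 hr ambient; Alexa 594 FP and total fluorescence read at 555/632 nm.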
NPSR antag: qHTS Assay for Antagonists of the Neuropeptide S Receptor: cAMP Signal Transduction | Q6W5P4 | CHO-NPSR cells, cAMP TR-FRET, antagonist mode | Potency, µM (highest dose often 38.3 µM), inactives show at the top dose activity change, negative = inhibition, actives largely listed as inhibitors | 220,000 compounds, 1% hits | AID 1461, 2008; also: % is scaled to controls: 0 for no effect and ±100 for the full control effect; nearly all actives have a fitted effect of over 50% in size; many of its hits are not listed in these tables
Epigenetic derep: Quantitative High-Throughput Screen for Regulators of Epigenetic Control. Potency, µM (doses to about 53.9 µM), inactives show top-dose GFP activation, hits mostly activators. AID 1865, 2009. 280,000 compounds, 0.2% hits. murine LDR cells, GFP reporter derepression, 30 h; also: % of control where 0% means no effect; nearly all actives have a fitted effect of over 60% in size
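Reporter derepression read as number of fluorescent GFP-positive objects, 20-120 um in size, counted by laser-scanning cytometer. Mouse LDR line with an epigenetically silenced CMV-GFP locus; compound incubation 30 h, 37 C.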
* hit, by the source's call; [ ] = another dose, or the depositor's remark. Unless noted, calls follow the shape of the dose curve; as a rule, active = well fitted curve in the direction sought with a large enough effect; inconclusive = small, poorly fitted or top-dose-only effect, or another doubt; inactive = no such curve, though single readings can be large; an effect the other way counts as inactive or inconclusive. Potency is read from the fitted curve at half-maximal effect. Some of the compounds tested. The share of hits here may be higher or lower than overall.

What do the screens show for `Cc1c(NC(=O)c2ccc(-c3ccccc3)cc2)cccc1C(=O)O`?
GAA spleen mod: -2%; GAA glycogen mod: 4%; GLA spleen mod: 5%; Tau fluor counter: -7%; NPSR antag: -50%; Epigenetic derep: 0.0%

How did COc1ccc(-n2nnnc2SCC(=O)c2cccc(OC)c2)cc1 do in these assays?
GAA spleen mod: -9%; ALDH1A1 inh: 3%; GAA glycogen mod: -1%; GLA spleen mod: 2%; GAA inhib: -6%; Tau fluor counter: inconclusive; NPSR antag: -20%[46.1 µM]; Epigenetic derep: 0.0%

How did O=Cc1cn(CC(=O)N2CCOCC2)c2ccccc12 do in these assays?
GAA spleen mod: 12%; ALDH1A1 inh: 2%; GAA glycogen mod: 3%; GLA spleen mod: 10%; GAA inhib: -2%; Tau fluor counter: -3%; NPSR antag: -2%; Epigenetic derep: -1.0%

What do the screens show for `CC(=O)NCCC1CCN(c2nc3nonc3nc2N(C)Cc2ccccc2)CC1`?
GAA spleen mod: 1%; ALDH1A1 inh: 9%; GAA glycogen mod: 15%; GLA spleen mod: -3%; GAA inhib: -4%; Tau fluor counter: 3%; NPSR antag: 33%; Epigenetic derep: 1.5%

Results for CN(Cc1cc(-c2ccccc2)on1)C(=O)c1cc(COc2c(F)cccc2F)on1 ?
GAA spleen mod: -13%; ALDH1A1 inh: -16%; GAA glycogen mod: -5%; GLA spleen mod: 1%; GAA inhib: -10%; Tau fluor counter: inconclusive; NPSR antag: 9%; Epigenetic derep: 0.8%

How did COc1ccccc1/C=C1\Oc2cc(OC(=O)N3CCOCC3)ccc2C1=O do in these assays?
GAA spleen mod: 5%; GAA glycogen mod: 2%; GLA spleen mod: 3%; Tau fluor counter: 2%; NPSR antag: -20%; Epigenetic derep: -2.6%

Results for CC(=O)c1cnc(Nc2ccccc2)s1 ?
GAA spleen mod: -9%; ALDH1A1 inh: -1%; GAA glycogen mod: 10%; GLA spleen mod: -7%; GAA inhib: 4%; Tau fluor counter: -4%; NPSR antag: -3%[46.1 µM]; Epigenetic derep: -0.5%

How did CSc1ccc(Cl)c(C(=O)OCC(=O)NC2CC2)c1 do in these assays?
GAA spleen mod: -3%; ALDH1A1 inh: 0%; GAA glycogen mod: -2%; GLA spleen mod: 1%; GAA inhib: 3%; Tau fluor counter: -5%; NPSR antag: 0%[46.1 µM]; Epigenetic derep: -0.9%

How did COc1ccc(CC(=O)OC(C)CN2CCCCC2)cc1 (configuration not stated) do in these assays?
GAA spleen mod: 3%; ALDH1A1 inh: 12%; GAA glycogen mod: -6%; GLA spleen mod: 5%; GAA inhib: inconclusive; Tau fluor counter: 0%; NPSR antag: -13%; Epigenetic derep: -0.3%

Results for O=C(O)Cc1ccc(C(=O)c2ccc(Cl)cc2)s1 ?
GAA spleen mod: 4%; ALDH1A1 inh: -3%; GAA glycogen mod: 9%; GLA spleen mod: 6%; GAA inhib: -2%; Tau fluor counter: -8%; NPSR antag: -2%[46.1 µM]; Epigenetic derep: 0.8%

How did CCC(C(=O)NC1CCCCC1)N(Cc1cccs1)C(=O)c1snc(C(N)=O)c1N (configuration not stated) do in these assays?
GAA spleen mod: 2%; ALDH1A1 inh: inconclusive; GAA glycogen mod: -20%; GLA spleen mod: 4%; GAA inhib: -4%; Tau fluor counter: 0%; NPSR antag: -16%; Epigenetic derep: -1.9%

Results for Cc1ccsc1C1NC(=O)c2c(sc3c2CCCC3)N1 (configuration not stated) ?
GAA spleen mod: -6%; ALDH1A1 inh: inconclusive; GAA glycogen mod: -19%; GLA spleen mod: 5%; GAA inhib: -9%; Tau fluor counter: -28%; NPSR antag: 3%[46.1 µM]; Epigenetic derep: 2.4%

How did C/C=C/C1=Cc2ccccc2C(C(C(=O)OC)C(=O)OC)N1C(=O)OC (configuration not stated) do in these assays?
GAA spleen mod: 3%; ALDH1A1 inh: 3%; GLA spleen mod: 5%; Tau fluor counter: -4%; Epigenetic derep: 0.0%

Results for CC1(C)NC(=O)N(CCOc2ccc3c(c2)CCC3)C1=O ?
GAA spleen mod: 1%; ALDH1A1 inh: 8%; GAA glycogen mod: -1%; GLA spleen mod: -7%; GAA inhib: 4%; Tau fluor counter: 2%; NPSR antag: -1%[46.1 µM]; Epigenetic derep: -2.3%

What do the screens show for `COc1ccccc1Nc1nc(-c2sc(NC(=O)CC(C)C)nc2C)cs1`?
GAA spleen mod: -5%; ALDH1A1 inh: inconclusive; GAA glycogen mod: inconclusive; GLA spleen mod: -7%; GAA inhib: -5%; Tau fluor counter: inconclusive; NPSR antag: inconclusive; Epigenetic derep: -1.1%

What do the screens show for `O=C1CCC(=O)N1OCCCCOc1ccccc1`?
GAA spleen mod: -4%; ALDH1A1 inh: -1%; GAA glycogen mod: 3%; GLA spleen mod: 11%; GAA inhib: 3%; Tau fluor counter: -3%; NPSR antag: -10%[46.1 µM]; Epigenetic derep: -1.2%

What do the screens show for `Cn1c(C(=O)O)c(C=O)c2ccccc21`?
GAA spleen mod: -1%; ALDH1A1 inh: 8%; GAA glycogen mod: -17%; GLA spleen mod: -7%; GAA inhib: 3%; Tau fluor counter: 1%; NPSR antag: 8%; Epigenetic derep: -5.2%

Results for CC1=C(C(=O)N2CCN(C(=O)c3ccco3)CC2)C2(CCC(C)CC2)OC1=O (configuration not stated) ?
GAA spleen mod: -13%; ALDH1A1 inh: 2%; GAA glycogen mod: 5%; GLA spleen mod: -3%; GAA inhib: -15%; Tau fluor counter: 3%; NPSR antag: -1%[46.1 µM]; Epigenetic derep: -1.0%

Results for COc1ccc(CCN2CN(S(=O)(=O)c3ccccc3)c3nc4ccccc4nc32)cc1 ?
GAA spleen mod: -3%; ALDH1A1 inh: inconclusive; GAA glycogen mod: 3%; GLA spleen mod: -6%; GAA inhib: inconclusive; Tau fluor counter: inconclusive; NPSR antag: -29%; Epigenetic derep: 8.3%

What do the screens show for `Cc1cc(NC(=O)COc2ccc(Cl)cc2Cl)n(CCC#N)n1`?
GAA spleen mod: 4%; ALDH1A1 inh: 4%; GAA glycogen mod: 11%; GLA spleen mod: 3%; GAA inhib: -9%; Tau fluor counter: -4%; NPSR antag: 6%[46.1 µM]; Epigenetic derep: 0.0%

3 compounds drawn at random from those above, as already listed:
Results for Cc1ccsc1C1NC(=O)c2c(sc3c2CCCC3)N1 (configuration not stated) ?
GAA spleen mod: -6%; ALDH1A1 inh: inconclusive; GAA glycogen mod: -19%; GLA spleen mod: 5%; GAA inhib: -9%; Tau fluor counter: -28%; NPSR antag: 3%[46.1 µM]; Epigenetic derep: 2.4%

Results for CC(=O)c1cnc(Nc2ccccc2)s1 ?
GAA spleen mod: -9%; ALDH1A1 inh: -1%; GAA glycogen mod: 10%; GLA spleen mod: -7%; GAA inhib: 4%; Tau fluor counter: -4%; NPSR antag: -3%[46.1 µM]; Epigenetic derep: -0.5%

What do the screens show for `COc1ccccc1Nc1nc(-c2sc(NC(=O)CC(C)C)nc2C)cs1`?
GAA spleen mod: -5%; ALDH1A1 inh: inconclusive; GAA glycogen mod: inconclusive; GLA spleen mod: -7%; GAA inhib: -5%; Tau fluor counter: inconclusive; NPSR antag: inconclusive; Epigenetic derep: -1.1%

Additional results:
Results for N#Cc1nc(Cc2cccc3ccccc23)oc1NCCCn1ccnc1 ?
GAA spleen mod: -3%; ALDH1A1 inh: -5%; GAA glycogen mod: inconclusive; GLA spleen mod: 4%; GAA inhib: -27%; Tau fluor counter: -23%; NPSR antag: -19%[46.1 µM]; Epigenetic derep: -1.1%

How did CCOC(=O)N1CCC(NC(=O)C2=CCN(S(=O)(=O)c3ccc(OC)cc3)CC2)CC1 do in these assays?
GAA spleen mod: -6%; GAA glycogen mod: -4%; GLA spleen mod: -21%; Tau fluor counter: -7%; NPSR antag: 21%; Epigenetic derep: 1.3%

How did Cc1noc(C)c1S(=O)(=O)N1CCC(C(=O)N2CCN(c3ccc(Cl)cc3)CC2)CC1 do in these assays?
GAA spleen mod: 1%; ALDH1A1 inh: -4%; GAA glycogen mod: -8%; GLA spleen mod: 4%; GAA inhib: -9%; Tau fluor counter: -13%; NPSR antag: -15%[46.1 µM]; Epigenetic derep: 0.0%

What do the screens show for `COc1ccc(S(=O)(=O)N(C)CC(=O)Nc2c(F)cccc2F)cc1`?
GAA spleen mod: -10%; ALDH1A1 inh: inconclusive; GAA glycogen mod: -1%; GLA spleen mod: -9%; GAA inhib: 3%; Tau fluor counter: -6%; NPSR antag: -7%[46.1 µM]; Epigenetic derep: -2.2%

What do the screens show for `CC(C)c1ccc(Nc2nnns2)cc1`?
GAA spleen mod: -2%; GAA glycogen mod: -7%; GLA spleen mod: 3%; Tau fluor counter: -6%; NPSR antag: -3%; Epigenetic derep: -1.0%

What do the screens show for `Cc1ccc(CNC(=O)CCc2ccccc2)cc1`?
GAA spleen mod: -3%; ALDH1A1 inh: 9%; GAA glycogen mod: 6%; GLA spleen mod: 0%; GAA inhib: -2%; Tau fluor counter: -9%; NPSR antag: 0%; Epigenetic derep: 0.1%

Results for N#Cc1c(N)nc2c(c1N)CC(COc1ccccc1)O2 (configuration not stated) ?
GAA spleen mod: -2%; ALDH1A1 inh: -7%; GAA glycogen mod: 2%; GLA spleen mod: -6%; GAA inhib: 1%; Tau fluor counter: -2%; NPSR antag: 1%[46.1 µM]; Epigenetic derep: -0.3%

How did COC(=O)CSc1nnc(CNC(=O)c2ccccc2F)n1-c1ccc(F)cc1 do in these assays?
GAA spleen mod: 1%; ALDH1A1 inh: 0%; GAA glycogen mod: -2%; GLA spleen mod: 6%; GAA inhib: -10%; Tau fluor counter: 8%; NPSR antag: 9%; Epigenetic derep: -1.9%

From PubChem
